From PubChem BioAssay
ERK EGF inh: inhibitors of EGF-stimulated ERK signaling pathway. 130,000 tested, 0.41% active. HEK293-V1b, EGF-stimulated phospho-ERK AlphaScreen. Potency, µM (titrated, usually from 11.5 µM), for the others: top-dose activity change, negative = inhibition, actives largely listed as inhibitors; active = well fitted inhibition curve with a large enough effect; inconclusive = small, poorly fitted or top-dose-only effect, or effect the other way;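 note: plate controls were stimulated vehicle wells for no effect and unstimulated vehicle basal for full effect; nearly all actives have a fitted effect of over 55% in size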
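HEK293 cells stably expressing V1b receptor, serum-reduced (1% FBS) overnight, got compound for 30 min at 37C, then 25 nM EGF for 5 min. Lysate phospho-ERK read by AlphaScreen SureFire; AC50 from Hill fits.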
* marks the source's active call; other numbers are inactive results; ? = inconclusive; [ ] = dose if it differs, or a comment. Potency is the fitted concentration of half-maximal effect.

SMILES | ERK EGF inh
CCOc1ccc(OCC)c(S(=O)(=O)NNC(=O)c2c(C)nc3ccccn23)c1 | -9.0%
COc1ccccc1C1CCN(c2ccc(CO)cc2[N+](=O)[O-])CC1 | ?
NC1=NS(=O)(=O)NC1c1ccc(F)cc1 (stereo not drawn) | -4.9%
O=C(Cc1ccc(Cl)cc1)Nc1ccc(NC(=O)c2ccccc2)cc1 | 3.6%
CCOc1ccc(S(=O)(=O)NCCC(=O)OCC(=O)N2CC(=O)Nc3ccccc32)cc1 | -2.0%
CNC(=S)N(C)c1ccccc1 | 14.0%
Cc1ccc(-c2nnc(-c3ccc4c(c3)OCO4)o2)cc1 | -3.8%[57.5 µM]
CSc1ccc(CN2C(=O)NC3(CCCCCC3)C2=O)cc1 | -15.3%
C=CCN(C(=O)CSc1nc2[nH]ncc2c(=O)n1-c1ccccc1OC)c1ccccc1 | 4.7%[57.5 µM]
COc1ccc(NC(=O)Nc2ccccc2SC)c(OC)c1 | -0.4%
CCOC(=O)c1c(-c2ccc(C)cc2)csc1NC(=O)C1CCCO1 (stereo not drawn) | 9.0%
CCOc1ccc(C(=O)NCC(=O)OCC(=O)Nc2ccc(C)c(S(=O)(=O)N(C)C)c2)cc1 | 0.8%
CCn1c(CCC(=O)O)nc2cc(S(=O)(=O)N(C)C)ccc21 | 2.9%
COc1ccccc1C(=O)C1CCCN(C(=O)c2ccccn2)C1 (stereo not drawn) | 0.4%
CCC1=C2CC[C@H]3C(=O)N(C)C(=O)[C@H]3[C@H]2[C@@]2(Cc3ccccc3)C(=NCCOC)OC(=O)N2C1=O | 3.8%
CNC(=S)N1CCN(C(=O)C2CCCO2)CC1 (stereo not drawn) | -7.0%
Cc1[nH]c2ccccc2c1SCC(=O)Nc1nccs1 | -3.6%
COc1ccc(N(CC2CO2)S(=O)(=O)c2ccccc2)cc1 (stereo not drawn) | -5.2%
CC(C)Oc1ccc(C(=O)/C(=C\c2cccs2)c2nc3ccccc3o2)cc1 | 0.5%
Cn1nc(-c2ccccc2)cc1NS(=O)(=O)c1ccc(C#N)cc1 | 2.8%[57.5 µM]
CCOc1ccc(Nc2nc(N)c([N+](=O)[O-])c(NCc3ccccc3)n2)cc1 | -0.5%[57.5 µM]
COc1cc(/C=N/Nc2ccccn2)ccc1O | -7.2%[57.5 µM]
Cc1cccc(-[n+]2c(-c3cccc(Br)c3)[nH]c3nc4ccccc4nc32)c1 | -11.1%[57.5 µM]
Cc1ccc(C(=O)OCC(=O)NCCC2=CCCCC2)s1 | -6.3%
CCCCC(=O)NCc1ccccc1Cl | 19.8%
NC1=NC(=O)C(Cc2cccc(Cl)c2)S1 (stereo not drawn) | 4.0%
CC(C)(C)c1ccc(C(=O)NCCC(=O)NCc2ccco2)cc1 | 0.6%[57.5 µM]
O=C(NCc1ccc(F)cc1)c1c2c(nc3ccccc13)CCC2 | -5.2%
CC(=O)Nc1ccc(N/C(C)=C/C(=O)c2cccnc2)cc1 | -4.4%
COc1cccc(-c2ccc(C#N)c(=O)[nH]2)c1 | -0.7%
O=C(O)CSc1ncnc2sc3c(c12)CCCC3 | -6.3%
C=CCN(c1ccccc1)S(=O)(=O)c1ccc(Cl)c(C(=O)OCC(=O)c2[nH]c(C)c(C(C)=O)c2C)c1 | 6.9%
COC(=O)CSc1nnc(CNC(=O)c2ccccc2F)n1-c1ccc(F)cc1 | -4.8%
O=C(CSc1ccc(-c2ccccn2)nn1)N1CCCC1 | -0.7%
Cc1nc(/C(N)=N/OC(=O)c2ccccc2Cl)c(C(F)(F)F)o1 | 4.7%[57.5 µM]
Fc1ccc(-n2cc(-c3ccccc3)c3c(NN4CCOCC4)ncnc32)cc1 | 7.6%
Cc1ccc2cccc(NC(=S)NC(=O)c3ccn(C)n3)c2n1 | 0.8%
O=c1[nH]c(=O)n(Cc2ccccc2)c2nc(-c3cccs3)n(CCO)c12 | 6.3%[57.5 µM]
O=c1[nH]c(O)c(/C=C2\C=Nc3ccccc32)[nH]1 | 10.3%[57.5 µM]
CSc1cccc(NC(=S)NCCCO)c1 | -6.6%[57.5 µM]
CCOC(=O)C1CCN(C(=O)c2cc(C(C)(C)C)nn2Cc2ccccc2)CC1 | -2.5%[57.5 µM]
COc1ccc(CCNC(=O)C(C)SCc2ccccc2)cc1 (stereo not drawn) | 0.5%
CSc1nnc(C)c(=O)n1COC(=O)COc1ccccc1F | 1.1%
NNc1nc2sc3c(c2c(=O)[nH]1)CCc1ccccc1-3 | -5.8%
N=C1C(c2nc3ccccc3s2)=C(O)CN1C1CCCCC1 | -5.8%
CNc1nc(-c2ccccc2Cl)nc2ccccc12 | 15.2%
O=C(Cc1c(F)cccc1Cl)N(Cc1ccccc1)c1ccccn1 | -10.6%
Cc1cccc(N(CC(=O)N/N=C/c2ccccc2C(=O)O)S(C)(=O)=O)c1C | -7.3%[57.5 µM]
CCOC(=O)c1c(NC(=O)COC(=O)CCS(=O)(=O)c2ccc(C)cc2)sc(C)c1C | -7.6%
N#CC(Cc1ccc(O)c(O)c1)C(=O)N1CCc2ccccc21 (stereo not drawn) | -7.0%

Further results.
SMILES | ERK EGF inh
COc1ccc(NC(=O)Cc2c(Sc3ccccc3)c3ccccc3n2C)cc1 | -1.2%
O=C(CCc1[nH]c2ccccc2c1Sc1ccccc1)N(CCO)CCO | 9.1%
COc1cc(-c2[nH]ncc2CN(C)Cc2nonc2C)cc(OC)c1OC | -3.2%[57.5 µM]
COc1cc(C(=O)NCC2(N3CCCCC3)CCCCC2)ccc1OCC(=O)N1CCOCC1 | 8.9%[57.5 µM]
O=C(NC(=S)N1CCN(C(c2ccccc2)c2ccccc2)CC1)c1ccc(S(=O)(=O)N2CCOCC2)cc1 | -2.9%
CCOC(=O)CNC(=O)C(Cc1ccccc1)NC(=O)OCc1ccccc1 (stereo not drawn) | 1.0%
CC(=O)c1cc(C#N)c(SCc2ccccn2)nc1C | 7.1%[57.5 µM]
COc1ccc(-n2c(=O)c3ccccc3n(CC(=O)NC3CCCCC3)c2=O)cc1OC | -19.4%
Cc1cc(C)cc(NC(=S)N(CCCN2CCN(C)CC2)Cc2cccs2)c1 | 2.4%
CCOC(=O)c1cnn(C(=O)c2ccccc2)c1N | 3.3%
Cc1nnc(NC(=O)CCNC(=O)c2ccccc2Cl)s1 | 8.0%
Cc1ccc(OCCCc2c(C)n[nH]c2C)cc1 | -7.9%
O=C(Nc1nccs1)c1ccccn1 | -2.3%
C#Cc1ccc([C@@H]2C=C(C(=O)OCC=C)O[C@H](OCCCCO)C2)cc1 | -3.9%[57.5 µM]
Nc1nc(SCC(=O)c2ccc([N+](=O)[O-])cc2)n[nH]1 | ?
CCO[C@@H]1OC(C(=O)NCc2ccccc2)=C[C@H](c2cn(C(C)=O)c3ccccc23)[C@H]1CCCO | -2.9%[57.5 µM]
CCn1c(CNc2ccc(F)cc2)nnc1SCC(=O)Nc1ccccc1OC | 4.2%
COCCN1Cc2cccc(C(=O)Nc3ccc(C)cc3)c2C1=O | -2.8%[57.5 µM]
Cc1ccc(NC(=O)N2CCCC(C(=O)O)C2)cc1 (stereo not drawn) | 0.6%[57.5 µM]
Cc1ccc(CNC(=O)CCC2CCCN(Cc3cc4ccccc4o3)C2)o1 (stereo not drawn) | ?
COC(=O)C(C)NC(=O)c1ccc(C(C)(C)C)cc1 (stereo not drawn) | -3.2%
Cc1c(NC(=O)CS(=O)(=O)c2ccccc2)c(=O)n(-c2ccccc2)n1C | -1.1%
O=C(CN1CCOc2ccccc21)NCc1ccccc1 | 1.8%
CSc1ncccc1C(=O)OCC(=O)NC(C)C | 7.6%
C=C(C)Cn1c(N2CC(C)CC(C)C2)nc2c1c(=O)[nH]c(=O)n2C (stereo not drawn) | -8.0%[57.5 µM]
CC(C)(C)c1ccc(C(=O)NCC(=O)O)cc1 | 1.6%
O=c1[nH]c(SCc2ccccc2)nc2ccsc12 | -13.7%
C=CCSc1nnc(-c2cc(C(C)(C)C)nn2Cc2ccc(F)cc2)n1C | -3.1%[57.5 µM]
COc1cc(C(=O)N2CCCc3ccccc32)cc(OC)c1OC | -2.0%
C#CCNC(=O)C1=C[C@H](c2coc3ccccc3c2=O)C[C@H](OCc2ccc(CO)cc2)O1 | -4.8%[57.5 µM]

Part of the list above, as a markdown table.
| Structure | ERK EGF inh |
| --- | --- |
| O=c1[nH]c(SCc2ccccc2)nc2ccsc12 | -13.7% |
| C#CCNC(=O)C1=C[C@H](c2coc3ccccc3c2=O)C[C@H](OCc2ccc(CO)cc2)O1 | -4.8%[57.5 µM] |

Additional structures.
SMILES | ERK EGF inh
COCCn1c(N/N=C(C)/C=C/c2ccccc2)nc2c1c(=O)[nH]c(=O)n2C | -4.3%
CCOC(=O)C1(Cc2cccc(OC)c2)CCN(C2CCOCC2)CC1 | ?
CCOC(=O)c1c(NC(=O)CSc2nc3nc(C)cc(C)n3n2)sc(CC)c1C | 3.1%
CCOC(=O)C1(CC2CCCCO2)CCN(Cc2cccnc2)CC1 (stereo not drawn) | -3.0%[57.5 µM]
CN=C(N)NCCCC(N)C(=O)O (stereo not drawn) | 4.2%
Cn1c(O)c(N=NC(=N)N)c2ccccc21 | -2.1%[57.5 µM]
C[N+]1(CCCCC[N+]2(C)CCCC2)CCCC1 | 8.7%
COCCN(C(=O)Cn1nnc2ccccc21)C(C(=O)NC1CCCC1)c1ccc(OC)cc1OC (stereo not drawn) | 11.4%
CCOC(=O)c1ccc(NC(=O)CN2C(=O)CSC(C)C2=O)cc1 (stereo not drawn) | -1.1%
COCCCNc1ncnc2c1sc1nc(-c3ccco3)c3c(c12)CC(C)(C)OC3 | -7.1%[57.5 µM]
C(=C\c1nc(-c2ccccc2)no1)/c1ccccc1 | 4.5%
COc1ccc(/C=C2\SC(=O)N(CC(=O)NNC(=O)c3ccccc3O)C2=O)cc1OC | 12.6µM*
O=C(CCc1ccc(S(=O)(=O)NC2CCCCC2)cc1)NCc1cccnc1 | -3.0%
Cc1ccc(CN(Cc2cccnc2)C(=S)Nc2cc(Cl)ccc2C)cc1 | 4.9%
O=C(c1ccccc1)c1c[nH]c(C(=O)NNc2ccccc2)c1 | -2.8%
COc1ccc(-c2cc(-c3n[nH]c(=S)n3-c3ccccc3OC)[nH]n2)cc1 | 10.0%
COc1ccc(C(=O)NC2CCN(CC(=O)Nc3cccc(C)c3)CC2)cc1OC | -2.7%
O=C(CSc1ccc2ccccc2c1)NCCc1ccc(O)c(O)c1 | -0.4%
Cc1ccc(S(=O)(=O)CCC(=O)OCc2ccc(Cl)c(Cl)c2)cc1 | 1.6%
Cc1cc(C(=O)N/N=C/c2ccc3c(c2)OCO3)c(C)n1-c1ccc(F)cc1 | -9.2%
COc1cc(OC)cc(-n2nc(C(=O)N3CC(C)CC(C)C3)c3ccccc3c2=O)c1 (stereo not drawn) | -3.2%
CC(C)n1nc(CC(=O)O)c2ccccc2c1=O | -10.6%
O=C(Cc1cccs1)N/N=C/C=C\c1ccccc1[N+](=O)[O-] | 0.6%
O=C(COC(=O)/C=C/c1ccccc1)NCc1ccccc1Cl | -0.8%
CCOC(=O)C1CCN(CCC(=O)Nc2ccccc2)CC1 | -9.2%
NNc1nc2cccnc2n(CCNc2ncc(C(F)(F)F)cc2Cl)c1=O | 4.1%
NS(=O)(=O)c1ccc(NC(=S)NC(=O)c2cccs2)cc1 | 3.3%[57.5 µM]
Nc1nc2c([N+](=O)[O-])cccc2s1 | 0.1%
Cc1ccc(CNc2ccc3c(c2)ncn3C(C)C)cc1 | 7.9%[57.5 µM]
CS(=O)(=O)N(CC(=O)Nc1cccc([N+](=O)[O-])c1)c1ccccc1F | -0.3%
COCCSc1nnc(NS(=O)(=O)c2ccc(F)cc2)s1 | 10.9%
O=C(CSc1nnnn1-c1ccc(F)cc1)c1ccc(O)c(O)c1 | 2.7%
COc1ccc(/C=N/NC(=O)c2ccc(CN3c4cccc5cccc(c45)S3(=O)=O)cc2)cc1 | -1.0%
CC(C)(C)c1ccc(/C=C2/SC(N3CCCC3)=NC2=O)cc1 | ?
Cc1cccc(C)c1OCC(=O)N(Cc1cccs1)C1CCS(=O)(=O)C1 (stereo not drawn) | 4.0%[57.5 µM]
COC(=O)Cc1c(C(=O)OC)nnn1-c1ccc(OC(F)(F)F)cc1 | 11.0%
COc1ccc(-c2nc3cnc(N4CCNCC4)nc3n(CCc3ccccc3)c2=O)cc1 | -2.1%
Cc1ccc(C(=O)NC(=C(Cl)Cl)S(=O)(=O)c2ccc(C)cc2)cc1 | 7.4%
CC(=O)c1ccc(NC(=O)CN2C(=O)CCC2=O)cc1 | -11.3%
CCOc1ccc(N=C2NC(=O)C(CC(=O)Nc3ccc(OC)cc3)S2)cc1 (stereo not drawn) | -0.2%

For convenience, some entries already given:
SMILES | ERK EGF inh
CCOc1ccc(OCC)c(S(=O)(=O)NNC(=O)c2c(C)nc3ccccn23)c1 | -9.0%
COc1ccccc1C1CCN(c2ccc(CO)cc2[N+](=O)[O-])CC1 | ?
NC1=NS(=O)(=O)NC1c1ccc(F)cc1 (stereo not drawn) | -4.9%
O=C(Cc1ccc(Cl)cc1)Nc1ccc(NC(=O)c2ccccc2)cc1 | 3.6%
CCOc1ccc(S(=O)(=O)NCCC(=O)OCC(=O)N2CC(=O)Nc3ccccc32)cc1 | -2.0%
CNC(=S)N(C)c1ccccc1 | 14.0%
Cc1ccc(-c2nnc(-c3ccc4c(c3)OCO4)o2)cc1 | -3.8%[57.5 µM]

More compounds follow:
SMILES | ERK EGF inh
COCC1CCN(C(=O)c2cc(COc3ccc4ncccc4c3)on2)CC1 | -2.8%
Cc1ccc2nc(N3CCOCC3)c(C=O)c(=O)n2c1 | 4.8%
O=C(c1ccc(N2CCCCC2)c([N+](=O)[O-])c1)N1CCN(c2ccccn2)CC1 | ?
O=C(CSc1nc(O)c(Cc2ccccc2)c(=O)[nH]1)Nc1nnc(SCc2ccccc2)s1 | 2.0%[57.5 µM]
C=CCNc1nc(S(=O)Cc2ccc(C)cc2)nc2c1CCCC2 (stereo not drawn) | -9.6%

Only part of the results is shown, so the mix of outcomes need not match the whole.
